RORgamma inh: qHTS for inhibitors of ROR gamma transcriptional activity | Nuclear receptor ROR-gamma (Mus musculus), P51450 | Drosophila S2 Gal4-RORgamma UAS-luciferase reporter, 20 h | Potency, µM (highest dose often 53.6 µM), without a hit: top-dose activity change, negative = inhibition, actives largely listed as inhibitors | 310,000 compounds, 5.4% hits | AID 2551, 2010; also: nearly all actives have a fitted effect of over 60% in size
Target sequence (P51450 whole entry, looked up, the tested form may be a part): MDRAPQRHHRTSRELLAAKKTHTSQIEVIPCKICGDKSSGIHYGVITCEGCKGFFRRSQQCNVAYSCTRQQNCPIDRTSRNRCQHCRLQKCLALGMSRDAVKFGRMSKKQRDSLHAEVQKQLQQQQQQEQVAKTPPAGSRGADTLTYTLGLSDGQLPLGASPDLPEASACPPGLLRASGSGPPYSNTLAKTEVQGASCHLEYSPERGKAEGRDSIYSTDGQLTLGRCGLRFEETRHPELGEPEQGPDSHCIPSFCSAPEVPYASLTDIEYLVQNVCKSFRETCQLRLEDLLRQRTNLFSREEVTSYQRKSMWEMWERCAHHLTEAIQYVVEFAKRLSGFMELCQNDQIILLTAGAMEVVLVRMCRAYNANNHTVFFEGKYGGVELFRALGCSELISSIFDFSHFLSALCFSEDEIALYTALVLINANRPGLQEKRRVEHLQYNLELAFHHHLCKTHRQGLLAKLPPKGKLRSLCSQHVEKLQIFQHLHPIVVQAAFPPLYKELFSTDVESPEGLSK
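Using a luciferase readout, inhibitors were identified by reduced reporter activity in Drosophila cells coexpressing a copper-inducible Gal4–ROR gamma fusion and UAS-driven Photinus luciferase, incubated 20 hr after 700 uM copper sulfate.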
VP16 counter: VP16 counterscreen qHTS for inhibitors of ROR gamma transcriptional activity; Drosophila S2 Gal4-VP16 UAS-luciferase, luminescence, 20 h; Potency, µM (top dose mostly 53.6 µM), for inactives: top-dose activity, negative = inhibition, hits mostly inhibitors; 310,000 compounds, 3.5% hits; AID 2546, 2010;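 also: Gal4-VP16 expression switched on by copper sulfate through the metallothionein promoter; nearly all actives have a fitted effect of over 50% in size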
* = called active by the depositor; ? = inconclusive; & = joins results of further samples; [ ] = dose if it differs, or a comment. Calls follow the shape of the dose curve; as a rule, active = well fitted curve in the direction sought with a large enough effect; inconclusive = small, poorly fitted or top-dose-only effect, or another doubt; inactive = no such curve, though single readings can be large; an effect the other way counts as inactive or inconclusive. % is scaled to controls: 0 for no effect and ±100 for the full control effect; potency is read from the fitted curve at half-maximal effect. The list is partial; rates above refer to the full screens.

1. C[C@@H]1[C@H](O)[C@@H](C)/C=C/C=C/C=C/C=C/C=C/C=C/C=C/[C@H](O[C@@H]2O[C@H](C)[C@@H](O)[C@H](N)[C@@H]2O)C[C@@H]2O[C@](O)(C[C@@H](O)C[C@@H](O)[C@H](O)CC[C@@H](O)C[C@@H](O)CC(=O)O[C@H]1C)C[C@H](O)[C@H]2C(=O)O
2. COC(=O)[C@@]1(Cc2ccc(F)cc2)[C@@H]2C(=CC(=O)[C@H]2CC(=O)C(=O)N2CCCC2)CN1C(=O)c1ccccc1
3. CC(=O)Nc1ccc(SCCN2CCN(CCc3ccccc3)CCC2=O)cc1
4. O=P1(O)OP(=O)(O)OP(=O)(O)O1.[Al]
5. C#CCN[C@@H]1CCc2ccccc21
6. C=C1/C(=C\C=C2\CCCC3(C)C2CCC3C(C)/C=C/C(O)C2CC2)CC(O)CC1O (stereo unspecified)

Compound	1	2	3	4	5	6
RORgamma inh	0%	14µM*	-22%	12%	11%	?
VP16 counter	-1%	?	-16%	-4%	0%	13µM*

7. CSCCC(N)C(=O)NC(CC(C)C)C(=O)NC(Cc1ccccc1)C(=O)O (stereo unspecified)
8. COc1ccc(-c2c(C3C4C=CCC(C)C4C(=O)N3Cc3ccccc3)ccc3ccccc23)cc1 (stereo unspecified)
9. CC1(C)C(O)C=C[C@@]2(C)C1CC(=O)O[C@@]1(C)C3=CC(=O)OC(c4ccoc4)[C@]3(C)CCC21 (stereo partly specified)
10. C[C@@H]1C(=O)O[C@H]2[C@H](O)[C@@]34[C@H]5CC(C(C)(C)C)[C@]36[C@H](OC(=O)[C@H]6O)O[C@]4(C(=O)O5)[C@@]12O (stereo partly specified)
11. COc1cccc(-c2cncnc2NCc2ccccc2OC)c1
12. CSCC[C@H](NC(=O)[C@H](CC(C)C)NC(=O)CNC(=O)[C@H](Cc1ccccc1)N(C)C(=O)[C@H](Cc1ccccc1)NC(=O)[C@H](CC(=O)O)NC(=O)[C@@H](N)CC(=O)O)C(N)=O

Compound	7	8	9	10	11	12
RORgamma inh	-4%	41%	33%	-24%	-8%	11%
VP16 counter	-1%	-13%	-3%	3%	-9%	1%

Looked up above:
Result for C[C@@H]1C(=O)O[C@H]2[C@H](O)[C@@]34[C@H]5CC(C(C)(C)C)[C@]36[C@H](OC(=O)[C@H]6O)O[C@]4(C(=O)O5)[C@@]12O (stereo partly specified) under VP16 counter: 3%
Result for CC1(C)C(O)C=C[C@@]2(C)C1CC(=O)O[C@@]1(C)C3=CC(=O)OC(c4ccoc4)[C@]3(C)CCC21 (stereo partly specified) under VP16 counter: -3%

Record cards (already shown). Order of screens: RORgamma inh	VP16 counter
Record of CC1(C)C(O)C=C[C@@]2(C)C1CC(=O)O[C@@]1(C)C3=CC(=O)OC(c4ccoc4)[C@]3(C)CCC21 (stereo partly specified) = 33%	-3%
Record of CSCCC(N)C(=O)NC(CC(C)C)C(=O)NC(Cc1ccccc1)C(=O)O (stereo unspecified) = -4%	-1%
Record of C[C@@H]1C(=O)O[C@H]2[C@H](O)[C@@]34[C@H]5CC(C(C)(C)C)[C@]36[C@H](OC(=O)[C@H]6O)O[C@]4(C(=O)O5)[C@@]12O (stereo partly specified) = -24%	3%
Record of CSCC[C@H](NC(=O)[C@H](CC(C)C)NC(=O)CNC(=O)[C@H](Cc1ccccc1)N(C)C(=O)[C@H](Cc1ccccc1)NC(=O)[C@H](CC(=O)O)NC(=O)[C@@H](N)CC(=O)O)C(N)=O = 11%	1%

The listing continues:
13. Cc1ccco1
14. CC(C)CO/N=C1/C[C@@H](O)[C@@H](O)[C@@H]2[C@@H]3C(=O)N(C(C)(C)C)C(=O)[C@H]3CC[C@H]12
15. C=C(C)C(=O)/C=C/C=C/c1ccccc1
16. CCOC(=O)CCN1C(=O)[C@H]2[C@@H]3[C@H](O)[C@H](O)CC(=O)[C@H]3CC[C@H]2C1=O
17. COc1ccc(-c2nc(-c3ccccc3)c(NCc3ccccc3)o2)cc1
18. C=CC[C@@H]1C=C[C@H](O/N=C(\C)CCN2CCc3nc(CC)c(CC)cc3C2)[C@H](CO)O1

Compound	13	14	15	16	17	18
RORgamma inh	21%	13%[10 µM]	-7%	7%&-21%[10 µM]	12%	-3%[10 µM]
VP16 counter	0%	-7%[10 µM]	-3%	4%&0%[10 µM]	-5%	-14%[10 µM]

19. F[Si-2](F)(F)(F)(F)F
20. CO/N=C(\C)CCN1CCc2nc(-c3ccccc3)c(-c3ccccc3)cc2C1
21. CCOC(=O)[C@H](CCc1ccccc1)N[C@@H](C)C(=O)N1[C@H](C(=O)O)C[C@H]2CCC[C@@H]21
22. CC(=O)OC1CC2C(C)(C)C(=O)CC[C@]2(C)C2CC[C@]3(C)C(=CC(=O)OC3c3ccoc3)[C@]12C (stereo partly specified)
23. CCCC(=O)OC(=O)CCC
24. COc1ccc(C2=Nn3c(nnc3-c3cccc(OC)c3OC)SC2)c(OC)c1

Compound	19	20	21	22	23	24
RORgamma inh	1%[10 µM]	-23%[10 µM]	11%[16.9 µM]	3%	13%	?
VP16 counter	4%	5%[10 µM]	7%[17 µM]	1%	-7%	18µM*

Looked up by compound from above (two):
8. COc1ccc(-c2c(C3C4C=CCC(C)C4C(=O)N3Cc3ccccc3)ccc3ccccc23)cc1 (stereo unspecified)
3. CC(=O)Nc1ccc(SCCN2CCN(CCc3ccccc3)CCC2=O)cc1

Compound	8	3
RORgamma inh	41%	-22%
VP16 counter	-13%	-16%

(more compounds)
25. O=C(NCCOc1ccccc1)O[C@@H]1C(=O)c2cc(Br)ccc2O[C@H]1c1ccc2c(c1)OCO2
26. C=C1CCN(C(Cc2ccccc2)C(=O)NC2CCN(Cc3ccccc3)CC2)S(=O)(=O)c2ccccc21 (stereo unspecified)
27. O=C(Nc1cccc(F)c1)N1CCC2(CC1)CCN(C(=O)c1cc(C(F)(F)F)cc(C(F)(F)F)c1)CC2
28. COC(=O)c1c(OC)cc2c(c1C)Oc1c(Cl)c(OC(C)=O)c(Cl)c(C)c1C(=O)O2
29. CCOC(=O)N/N=C1/C[C@@H](O)[C@@H](O)[C@@H]2[C@@H]3C(=O)N(c4cccc(Oc5ccccc5)c4)C(=O)[C@H]3CC[C@H]12
30. CC(C)CCCC(C)C1CCC2C3C(=O)C=C4CC(O)CC[C@@]4(C)C3CC[C@@]12C (stereo partly specified)

Compound	25	26	27	28	29	30
RORgamma inh	5%	27%	6%	13%	-5%[10 µM]	-15%
VP16 counter	3%	3%	-15%	5%	1%[10 µM]	6%

31. COC(=O)N[C@@H](/C=C/c1ccccc1)C[N+](=O)[O-]
32. CC(=O)OC1CC[C@@]2(C)C3CC[C@@]4(C)C(CC5O[C@@]6(CCC(C)CO6)C(C)C54)C3CC[C@@H]2C1 (stereo partly specified)
33. COc1cc(OC)cc(-c2nnc3n2N=C(c2ccccc2OC)CS3)c1
34. Cc1cccc(CNc2nc(-c3ccc(C(=O)N(C)C)cc3)nc3ccccc23)c1
35. CCNc1ncc2nc(CCc3ccccc3)c(=O)n(Cc3cccc(OC)c3)c2n1
36. O=C(N/N=C\c1ccccc1O)c1ccccc1O

Compound	31	32	33	34	35	36
RORgamma inh	-3%	9%	12%	?	-37%	1µM*
VP16 counter	-2%	2%	0%	-1%	-23%	35µM*

37. CC(=O)Oc1c(-c2ccccc2)oc2c(CC=C(C)C)c3c(c(OC(C)=O)c2c1=O)C=CC(C)(C)O3
38. O=c1c(-c2ccc(F)cc2)nc2cnc(N3CCOCC3)nc2n1-c1ccccc1
39. COc1ncc2nc(CCc3ccccc3)c(=O)n(-c3ccccc3)c2n1
40. Cn1c(=O)c(-c2ccccc2)nc2cnc(OCc3ccccc3)nc21
41. CCCCC/C=C\C/C=C\C/C=C\C/C=C\CCCCCC(=O)NC(C)C(=O)O (stereo unspecified)
42. COc1cc2c3cc1OCc1c(O)c(OC)cc4c1C(Cc1ccc(cc1)Oc1cc(ccc1O)CC3N(C)CC2)N(C)CC4 (stereo unspecified)

Compound	37	38	39	40	41	42
RORgamma inh	?	-7%	11%	8%	-29%	-12%
VP16 counter	-8%	5%	-14%	-16%	0%	-3%

43. COc1ccc(/C=C/c2cc(OC)c(OC)cc2CC[N+](C)(C)C)cc1
44. CCCCNc1nc(C)nc2c1nc(-c1ccccc1)n2CC1CCCN1CC (stereo unspecified)
45. CC(=O)c1ccccc1[N+](=O)[O-]
46. O=c1c(CCc2ccccc2)nc2cncnc2n1Cc1ccccc1Cl
47. CCOc1ccc(S(=O)(=O)O)c2cccnc12
48. Cc1ccc(C(C)(C)C)cc1

Compound	43	44	45	46	47	48
RORgamma inh	-10%	?	-3%	-14%	-19%	-9%
VP16 counter	-8%	-1%	17%	7%	-18%	4%

49. CCN(CCCCO)c1nc(C)nc2c1c(C)c(C)n2-c1c(C)cc(C)cc1C
50. COc1ccccc1-c1cc(NCc2cccc(C)c2)ncn1
51. O=C(O)CN(CC(=O)O)Cc1cc2c(-c3ccccc3C(=O)O)c3cc(CN(CC(=O)O)CC(=O)O)c(=O)cc-3oc2cc1O
52. COc1cc(C2=N/C(=C\c3ccccc3)C(=O)O2)cc(OC)c1OC
53. O[C@H](c1cc(C(F)(F)F)nc2c(C(F)(F)F)cccc12)[C@H]1CCCCN1
54. O=C(/C=C\c1ccc2c(c1)OCO2)c1ccc(F)cc1

Compound	49	50	51	52	53	54
RORgamma inh	11µM*	13%	-9%	-32%	3%[16.9 µM]	19%[10 µM]
VP16 counter	?	3%	-7%	3%	0%[17 µM]	2%[10 µM]

55. N[C@@H](Cc1ccccc1)C(=O)O
56. OC[C@H]1O[C@@H](n2cnc3c(NCc4ccccc4)ncnc32)[C@H](O)[C@@H]1O
57. C#C[C@@]1(OC(C)=O)CC[C@@H]2[C@@H]3CCC4=C[C@@H](OC(C)=O)CC[C@H]4[C@H]3CC[C@]21C
58. O=C1[C@@H]2[C@H]3[C@H](O)[C@H](O)C/C(=N/OCc4ccccc4)[C@@H]3CC[C@H]2C(=O)N1c1ccc(F)cc1F
59. COCCn1c(=O)c(-c2cccs2)nc2cnc(N(C)C)nc21
60. CCNc1ncc2nc(-c3cccs3)c(=O)n(Cc3ccc(F)cc3)c2n1

Compound	55	56	57	58	59	60
RORgamma inh	29%&24%	-1%	-11%[16.9 µM]	14%[10 µM]	-9%	4%
VP16 counter	5%&-15%	-9%	4%[17 µM]	1%[10 µM]	-4%	-7%

61. NCC1O[C@H](O[C@@H]2C(O)[C@H](O[C@H]3OC(CO)C(O)C(N)C3O)[C@@H](N)C[C@H]2N)[C@@H](N)CC1O (stereo partly specified)
62. COC(=O)N[C@@H](/C=C/c1ccccc1)[C@@H](C)[N+](=O)[O-]
63. Cc1ccc(S(=O)(=O)N[C@H]2COC(=O)[C@H](C)COC(=O)[C@H](C)NC(=O)C/C=C\[C@H]2C)cc1
64. Cc1cccc(CNc2cc(-c3cccc(C#N)c3)ncn2)c1
65. CC[C@@H]1Cn2c(c3nc(-c4ccccc4)nc-3n(C)c2=O)N1
66. O[C@@](CCN1CCCCC1)(c1ccccc1)[C@@H]1C[C@H]2C=C[C@@H]1C2

Compound	61	62	63	64	65	66
RORgamma inh	-7%	11%	9%[10 µM]	-24%	-31%	3%[16.9 µM]
VP16 counter	-11%	-1%	-3%[10 µM]	13µM*	1%	-4%[17 µM]

67. CCC(=O)[C@@]1(C)[C@H](C)C[C@@H]2[C@@H]3CCC4=CC(=O)C=C[C@@]4(C)[C@H]3[C@H](O)C[C@]21C
68. CCCCCCCCN=C(N)c1ccc(C(=O)OCC2CCCCC2)cc1
69. CC(=O)OC1CC[C@]2(C)C(CC(OC(C)=O)[C@]3(C)C2CC[C@@]2(C)C(c4ccoc4)OC(=O)C4O[C@]432)C1(C)C (stereo partly specified)
70. C[C@@](Cc1ccccc1)(NC(=O)CN)c1ccccc1
71. Cc1ccc2nsnc2c1S(=O)(=O)Nc1cccc2cccnc12
72. COC(=O)C(C(=O)OC)C(Cc1cc(F)cc(F)c1F)NC=O (stereo unspecified)

Compound	67	68	69	70	71	72
RORgamma inh	-21%[2.98 µM]	7.9µM*	-26%	2%	1.1µM*	-8%
VP16 counter	-13%[17 µM]	2%	17%	7%	0.63µM*	-1%

73. O=C(Nc1ccccc1)N1CC[C@@]2(CCCN(C(=O)c3cccc(F)c3)C2)C1
74. N#CCCn1c(=O)c(-c2ccc(F)cc2)nc2cnc(N3CCOCC3)nc21
75. COc1ccc(-n2c(=O)c(-c3ccc(Cl)cc3)nc3cncnc32)cc1
76. CN(C)c1ccc(-c2ccc3ncnc(NC4CC4)c3c2)cc1
77. COc1cc2nc(N3CCN(C(=O)[C@H]4CCCO4)CC3)nc(N)c2cc1OC

Compound	73	74	75	76	77
RORgamma inh	-24%	3%	?	26%	-4%
VP16 counter	0%	-1%	-6%	-4%	-5%

Source: PubChem
